Source: PubChem
eLon inh – inhibitors of E. coli Lon protease, primary screen, biochemical, fluorescence polarization | inhibition, % at 7.94 µM | hit rate 0.42% among 360,000 | P0A9M0 | purified E. coli Lon protease; in the data active means inhibition above about 13%, passing the limit was not always enough;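 further: 0% = enzyme with probe and DMSO and 100% = no enzyme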
SKN-1 inh – suppressors of acrylamide-induced Pgst-4::GFP reporter in worms, primary screen, SKN-1 inhibitor project, whole organism, uHTS, GFP/RFP fluorescence ratio, strain VP596; inhibition, % at 21.8 µM; hit rate 0.49% among 360,000; C. elegans VP596 Pgst-4::GFP/RFP ratio, 24 h;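 active means interference check ratio from 0.5 to 1.5 plus GFP to RFP signal ratio inhibition reaching or exceeding a fixed threshold, cut at about 30% in these data, passing the limit was not always enough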; further: some compounds called inactive have numbers as strong as hits
FAS TE block – FAS thioesterase domain inhibitors, primary screen, biochemical, fluorescence intensity, uHTS; Fatty acid synthase (Homo sapiens), P49327; recombinant FAS-TE, OMFH fluorogenic substrate, fluorescence endpoint; inhibition, % at 15 µM; hit rate 0.67% among 360,000;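 active means compounds whose normalised, plate-corrected inhibition of enzyme fluorescence in the single-dose primary screen is 50% or more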;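 further: 0% = DMSO with enzyme and 100% = substrate without enzyme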
Neddyl block – inhibitors of cullin neddylation, primary screen, biochemical, TR-FRET, uHTS, NAE and Ubc12 | hit rate 0.58% among 360,000 | NEDD8-conjugating enzyme Ubc12 (Homo sapiens) + NEDD8-activating enzyme E1 regulatory … | AID 651699, 2012 | calls only at 25 µM; in the data active means inhibition above about 36%
Target sequence (P61081 whole entry, looked up): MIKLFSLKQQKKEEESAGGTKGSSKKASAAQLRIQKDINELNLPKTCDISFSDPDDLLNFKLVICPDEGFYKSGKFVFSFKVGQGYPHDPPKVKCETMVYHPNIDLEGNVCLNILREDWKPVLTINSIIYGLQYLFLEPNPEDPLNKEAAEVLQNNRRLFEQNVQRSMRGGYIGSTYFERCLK
Target sequence (Q13564 whole entry, looked up): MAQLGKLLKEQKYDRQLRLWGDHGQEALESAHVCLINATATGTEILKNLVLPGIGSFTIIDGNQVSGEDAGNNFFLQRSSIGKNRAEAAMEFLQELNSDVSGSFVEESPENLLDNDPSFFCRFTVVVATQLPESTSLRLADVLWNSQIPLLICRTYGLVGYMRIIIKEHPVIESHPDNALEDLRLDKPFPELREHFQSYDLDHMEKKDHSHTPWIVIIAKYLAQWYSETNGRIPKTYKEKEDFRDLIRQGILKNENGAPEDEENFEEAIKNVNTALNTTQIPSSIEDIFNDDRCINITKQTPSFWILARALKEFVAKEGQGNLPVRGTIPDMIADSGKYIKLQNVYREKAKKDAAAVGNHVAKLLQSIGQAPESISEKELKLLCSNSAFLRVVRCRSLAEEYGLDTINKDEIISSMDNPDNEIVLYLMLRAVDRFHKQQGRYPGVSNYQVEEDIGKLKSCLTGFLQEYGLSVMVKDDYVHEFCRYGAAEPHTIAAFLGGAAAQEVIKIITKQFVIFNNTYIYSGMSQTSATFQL
Rin1 Abl inh – inhibitors of Rin1-Abl protein binding, primary screen, biochemical, TR-FRET; Tyrosine-protein kinase ABL1 (Homo sapiens) + Ras and Rab interactor 1 (Homo sapiens), …; inhibition, % at 7.35 µM; hit rate 0.4% among 360,000; in the data active means inhibition above about 5%, passing the limit was not always enough
MsrA act – bovine MsrA enzyme activators, primary screen, biochemical, absorbance, HTS | hit rate 0.3% among 360,000 | activation, % at 10.6 µM | purified bovine MsrA, absorbance read-out; in the data active means activation above about 7.5%;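 further: 0% = vehicle and 100% = reference activator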
PABP1 MLLE inh – inhibitors of PABP1 MLLE–PAM2 peptide binding, primary screen, biochemical, fluorescence polarization, FITC-PAM2, GST-MLLE; Polyadenylate-binding protein 1 (Homo sapiens), P11940; AID 588489, 2011; inhibition, % at 20 µM; hit rate 0.36% among 360,000; in the data active means inhibition above about 35%, passing the limit was not always enough;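 further: plate controls were DMSO wells with GST-MLLE for no effect and wells lacking GST-MLLE protein for full effect; some results filed as inactive read as strong as hits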
CendR NRP1 mod – modulators of CendR peptide binding to NRP-1, primary screen, biochemical, fluorescence polarization, uHTS; Neuropilin-1 (Homo sapiens), O14786; FAM-RPARPAR peptide binding to NRP-1; inhibition, % at 25 µM; hit rate 0.85% among 360,000; AID 602438, 2012;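 active means inhibition or corrected inhibition above about 18%, plus a signal ratio from 0.5 to 1.5, limit read from the data, passing the limit was not always enough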; further: strong numbers were not always called active
MT1-MMP act inh – blockers of MT1-MMP proenzyme processing, primary screen, HT1080 RFP-PRO-GFP cells, GFP/RFP fluorescence; Matrix metalloproteinase-14 (Homo sapiens), P50281; GFP/RFP ratio fluorescence, overnight; percent of plate control window, DMSO zero; GFP/RFP ratio change, % at 20 µM; hit rate 0.061% among 360,000; AID 651647, 2012;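 active means GFP/RFP ratio change of at least 30% with cell ATP level not reduced by more than half and red fluorescence within 50% of control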; further: strong numbers were not always called active
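Assay system – RFP-PRO-GFP reporter HT1080 cells · Compound dosing – single dose of 20 µM compound, 1% DMSO final · Incubation – overnight compound exposure at 37 °C · Measure – GFP/RFP fluorescence ratio · Benchmarks – DMSO wells and RFP-L50D-GFP cells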
An asterisk follows results filed as active; i = inactive; / = not tested or not shown.

Each structure is followed by: eLon inh	SKN-1 inh	FAS TE block	Neddyl block	Rin1 Abl inh	MsrA act	PABP1 MLLE inh	CendR NRP1 mod	MT1-MMP act inh
- Cc1ccc(NC(=O)C(C)N2C(=O)C3CC=C(Cl)CC3C2=O)cc1 (configuration not stated)
→ -3	-20	-2	i	4	-3	-2	13	1
- CCN1C(=O)c2ccccc2S(=O)(=O)c2ccc(C(=O)NC(C)C)cc21
→ 2	1	-6	i	0	0	1	-2	-2
- O=C(O)c1ccc(CSc2n[nH]c(-c3ccco3)n2)cc1
→ -10	15	-7	i	2	-1	23	-65	-1
- CCN(CCNCC(O)COc1ccccc1C(C)C)c1cccc(C)c1 (configuration not stated)
→ 4	3	-6	i	5	-2	-1	4	-3
- CS(=O)(=O)c1ccc(Cl)c(NC(=O)COC(=O)CNC(=O)c2cccs2)c1
→ -7	14	-8	i	-1	-5	-14	0	5
- O=C(CNC(=O)c1ccccc1F)OCc1nc2ccccc2s1
→ -4	4	-1	i	0	-2	-9	-16	0
- CN1C2CCC1CC(N(CCc1ccccc1)C(=O)c1ccc(Cl)cc1)C2 (configuration not stated)
→ -3	4	0	i	-2	-2	-1	6	-1
- CCc1ccc(NC(=O)CCc2nc3cccnc3n2Cc2ccc(OC)cc2)cc1
→ -3	6	4	i	2	-1	-10	-7	0
- Cc1ccc(SCc2[nH]nc3c2C2(C(=O)Nc4ccc([N+](=O)[O-])cc42)C(C#N)=C(N)O3)cc1 (configuration not stated)
→ 4	12	12	i	2	-4	2	-1	0
- COc1ccc(N2C=C3C(=O)C(C)(OC(=O)CCc4ccccc4)C(=O)C=C3C=C2c2ccc(C#N)cc2)cc1 (configuration not stated)
→ -9	5	16	i	-3	-2	-10	0	6
- COc1ccc(S(=O)(=O)NCCc2cn3nc(C)c(C)nc3n2)cc1F
→ -5	7	-4	/	0	-2	1	-4	-1
- Cc1ccc(Cn2c(=N)c(S(=O)(=O)c3ccc(Br)cc3)cc3c(=O)n4ccccc4nc32)cc1
→ -4	3	8	i	3	0	-26	-75	-5
- CCCN(C(=O)Cc1nc(N)n[nH]1)C1(C(=O)Nc2ccccc2C)CCCCC1
→ -8	-3	-1	i	2	-5	-11	6	4
- Cc1ccc2[nH]c(=O)c(CN(Cc3ccccc3)C(=S)NCCCN(C)C)cc2c1
→ -5	-4	-1	i	2	-2	-116	12	-3
- Cc1ccc(NC(=O)Nc2nc3ccc(S(C)(=O)=O)cc3s2)cc1
→ 7	2	-10	i	3	-5	8	18	-8
- O=C(c1ccc(CS(=O)(=O)c2ccc(Br)cc2)o1)N1CCN(c2ccccn2)CC1
→ 3	7	-4	i	0	-4	-3	6	-3
- COc1cccc(Nc2ncc(C#N)c(N)n2)c1
→ -1	-7	-10	i	-2	0	5	14	-9
- CCOc1ccc(N=C(NN)c2ccc3ccccc3n2)cc1
→ 1	12	7	i	-3	-2	10	-6	3
- O=C(Nc1ccc(NC(=O)c2ccco2)c(Cl)c1)c1ccc2c(c1)OCCO2
→ 0	6	-2	/	1	-3	2	-88	-3
- O=C(CSc1nnc(NC(=O)c2ccc(F)cc2F)s1)NC1CC1
→ -1	6	-9	i	7	0	9	-2	2
- CC(=O)Nc1cccc(-c2cc3c(c4c2ccn4C)C2CCC3O2)c1 (configuration not stated)
→ 2	0	-2	/	-1	-3	-1	15	2
- CC(Sc1n[nH]c(N)n1)c1nc2scc(-c3cccs3)c2c(=O)[nH]1 (configuration not stated)
→ -1	14	-53	i	1	-5	-31	-1	1
- CC(C)(C)n1nc2c(c1NC(=O)c1ccccc1)CS(=O)(=O)C2
→ -4	-13	-4	i	1	-1	-10	-2	-1
- COc1ccc(CCNC(=O)[C@H](C)NC(=O)N2CCn3c2nc2ccccc23)cc1OC
→ 1	-8	-6	i	0	-1	12	5	2
- O=C(NCCCn1ccnc1)/C(=C\c1ccccc1F)NC(=O)c1ccccc1
→ -6	-4	-4	i	3	-3	7	7	-4
- COc1cc(/C=N/N=C(N)N)ccc1OCc1ccc(Cl)cc1
→ -9	14	-5	i	0	-5	-26	4	-2
- Clc1ccc(CSc2ncnc3nc[nH]c23)cc1
→ -3	10	-5	i	2	-6	16	13	-1
- CCC(C)N1C(=O)C2C(C(=O)Nc3cccc(OC)c3)C3C=CC2(O3)C1C(=O)NC1CCCCC1C (configuration not stated)
→ -4	-18	-1	i	3	-15	5	-7	5
- Cc1ccc(S(=O)(=O)N(C)C)cc1NC(=S)N1CCCCC1CO (configuration not stated)
→ 6	1	-3	i	2	-2	29	-4	1
- Cc1nnc(Sc2nc3c(c(=O)[nH]c(=O)n3C)n2CCc2ccccc2)s1
→ 2	-15	-4	i	2	-3	-5	-7	7
- O=C(NC1CCCCC1)c1c(O)nc2sccn2c1=O
→ 1	-3	-1	i	0	-3	18	9	0
- CN1C(=O)c2ccccc2N(C)C1c1cccc(O)c1 (configuration not stated)
→ -5	19	-2	/	0	-3	0	-5	2
- CCCCNC(=O)/C(C#N)=C/c1ccc2c(c1)OCCO2
→ -7	6	-5	i	1	-8	5	-15	3
- O=C(CCCCC(=O)Nc1ccc(F)cc1F)Nc1ccc(F)cc1F
→ 6	17	-6	i	-1	-4	-22	11	2
- CCOC(=O)N1CCN(S(=O)(=O)N2CCCC(C(=O)NCc3ccccc3OCC)C2)CC1 (configuration not stated)
→ -5	7	-3	i	2	-9	2	-9	-2
- O=C(Nc1nnc(CCS(=O)(=O)c2ccc(Br)cc2)s1)c1ccc([N+](=O)[O-])cc1
→ -1	-3	-1	i	1	-3	5	3	3
- CN1C(=O)C(O)(CC(=O)c2ccc3c(c2)OCO3)c2ccccc21 (configuration not stated)
→ 1	2	-10	i	0	-1	1	9	5
- Clc1ccc(-c2noc(CN3CCCC3)n2)cc1
→ 7	-11	-6	i	2	-8	0	6	2
- CC(=O)N1C[C@H]2CON(C)[C@H]2C[C@H]1c1ccc(-c2cccnc2)cc1
→ -8	1	-7	i	-3	-4	14	-21	3
- CC(C)c1nc2oc3c(N4CCNCC4)ncnc3c2c2c1CCC2
→ 5	-5	-5	i	0	-4	8	-2	-3
- CC(C)CC1C(=O)N(Cc2cn(Cc3ccco3)nn2)CCS(=O)(=O)N1Cc1ccc(-c2ccc(Cl)cc2)cc1 (configuration not stated)
→ -12	0	22	i	3	-2	2	1	-1
- CN1CCN(c2ccc(CNC(=O)c3ccc(-c4ccnn4C)c4ccoc34)cc2)CC1
→ -2	-8	-7	i	-3	-8	0	-2	4
- O=C(COC(=O)c1ccccn1)c1ccc(Br)cc1
→ -13	8	-10	i	2	2	9	-2	-1
- CCN1C(=O)C(CC(=O)NC2CCCCC2)N(CC)C1=O (configuration not stated)
→ -9	-2	-10	i	1	-5	6	-5	1
- O=C(c1ccccc1)c1cc2ccccc2o1
→ -13	5	5	i	-2	-4	2	-4	1
- Clc1ccc(CSc2nnc(NC3=NCCCCC3)s2)cc1
→ -2	9	19	i	2	-3	-7	1	-4
- CCCCn1c(N)c(N(CC(C)C)C(=O)C2CC(=O)N(c3ccc4c(c3)OCCO4)C2)c(=O)[nH]c1=O (configuration not stated)
→ -5	15	-1	i	1	-3	-10	-10	0
- C=CCNC(=O)C12CC3(C)CC(C)(CC(C)(C3)C1)C2
→ -7	-23	-2	i	2	-2	-1	-2	0
- C=CCn1c(SCc2nc(N)nc(N(C)C)n2)nnc1-c1cccnc1
→ 1	-20	-2	i	1	-13	-3	11	1
- CC(C)OC(=O)c1ccc(N2CCN(c3ccc(F)cc3)CC2)nc1
→ -13	0	11	i	1	-3	11	2	-4

(further entries)
Each structure is followed by: eLon inh	SKN-1 inh	FAS TE block	Neddyl block	Rin1 Abl inh	MsrA act	PABP1 MLLE inh	CendR NRP1 mod	MT1-MMP act inh
- Cn1c(Cl)cnc1C1CC(=O)c2cc(Cl)ccc2O1 (configuration not stated)
→ -12	-13	-5	i	-2	-3	7	12	12
- CCCCn1c(=O)nc2n(-c3ccc(OC)cc3)c3ccccc3cc-2c1=O
→ 0	3	-1	i	3	-9	-49	-3	3
- Cc1ccc2nc(C)c3c(c2c1)N(c1ccc(F)cc1)CC3
→ -9	19	5	i	-2	-2	-7	1	0
- Cc1ccc(NC(=O)c2ccc(S(=O)(=O)NCc3cccnc3)cc2)cc1C
→ 2	14	-4	i	0	-2	22	13	5
- CCC(=O)N1CCN=C1SCc1ccccc1
→ -2	-3	-4	i	2	-4	-6	0	-2
- Cc1cccc(NC(=O)CCNS(=O)(=O)c2ccc3[nH]c(=O)oc3c2)c1
→ 9	-3	-5	i	-5	-3	-6	17	2
- CC(=O)Nc1ccc(C2=NNC(=NCC3CCCO3)SC2)cc1 (configuration not stated)
→ 9	11	-12	i	-2	0	-22	-12	1
- COc1ccc(Cl)cc1S(=O)(=O)N1CCC(C(=O)NCCC2=CCCCC2)CC1
→ -5	2	10	i	0	-1	4	-8	-1
- O=C(Oc1ccc(Cl)cc1)N1CCCCC1
→ 6	4	-4	i	-3	-3	-10	1	4
- Cc1ccn(-c2cccc(-n3ccc(C)n3)n2)n1
→ -14	8	-11	i	1	-1	-7	-1	3

Brought forward from above: 2 entries; new compounds follow.
Each structure is followed by: eLon inh	SKN-1 inh	FAS TE block	Neddyl block	Rin1 Abl inh	MsrA act	PABP1 MLLE inh	CendR NRP1 mod	MT1-MMP act inh
- O=C(Oc1ccc(Cl)cc1)N1CCCCC1
→ 6	4	-4	i	-3	-3	-10	1	4
- Cc1ccn(-c2cccc(-n3ccc(C)n3)n2)n1
→ -14	8	-11	i	1	-1	-7	-1	3
- Cc1ccc(C(=O)CC(=O)c2ccccc2)cc1
→ -4	-11	13	i	-2	-2	0	5	3
- COc1ccccc1C(=O)NCC(C)(C)CN=C1NS(=O)(=O)c2ccccc21
→ -11	11	-2	i	1	-1	2	2	0
- COc1ccc(N(CC(=O)NC2CCCC2)C(=O)c2csnn2)cc1
→ 12	4	-6	i	1	-3	-3	17	-1
- CCOC(=O)C1=C(CN2CCSCC2)NC(=O)NC1c1cccc([N+](=O)[O-])c1 (configuration not stated)
→ -16	-3	-1	i	-3	0	-1	-5	2
- COCCNC(=O)/C(C#N)=C/c1ccc(OCC(=O)NC2CCCCC2)cc1
→ 4	-14	-6	i	1	-3	10	0	1
- O=S1(=O)CCN2C(c3ccc4c(c3)CCCC4)=CSC2=N1
→ -2	17	-4	i	-1	-2	5	6	2
- CCOc1ccc(OCc2cccc(C(=O)N(CC)CC)c2)cc1
→ 0	9	2	i	6	-3	-5	11	0
- Cc1cc(C(F)(F)F)nc(-n2cc(-c3ccccc3)nn2)n1
→ -4	10	5	i	0	-3	0	-7	2
- c1ccc(-c2c(-c3ccccc3)n(Cc3ccco3)c3ncnc(NCCCn4ccnc4)c23)cc1
→ -2	-1	-34	/	1	-1	3	-8	-31
- CN(Cc1ccc(OCC(O)CN2CCCCC2)cc1)Cc1ccnc2ccccc12 (configuration not stated)
→ -5	-10	-5	i	-3	-1	-9	5	-7
- COc1ccc(CCn2c(C)c(C(C)=O)c3cc(OC(=O)c4ccco4)ccc32)cc1OC
→ -8	7	20	i	-2	-1	-11	7	-4
- COc1ccc(CN2CCN(C3CCSCC3)CC2CCO)c(C)c1C (configuration not stated)
→ 0	-7	-4	i	4	-4	3	-4	2
- O=C(NCc1ccco1)/C(=C/c1cccc(C(F)(F)F)c1)c1nc2ccccc2[nH]1
→ -12	3	2	/	-2	-5	-5	-11	-22
